CHT allo act: allosteric activators of human choline transporter CHT | Q9GZV3 | CHT-expressing cells, membrane potential dye, choline EC20; stronger effect = higher value; LV-AA mutant CHT in HEK293 cells | B-score at 10 µM | actives 0.49% (n = 310,000) | AID 488977;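 active = initial fluorescence not abnormally high and integrated response B-score, plate-corrected, over 3 SD above library mean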
Target sequence (Q9GZV3 whole entry, looked up): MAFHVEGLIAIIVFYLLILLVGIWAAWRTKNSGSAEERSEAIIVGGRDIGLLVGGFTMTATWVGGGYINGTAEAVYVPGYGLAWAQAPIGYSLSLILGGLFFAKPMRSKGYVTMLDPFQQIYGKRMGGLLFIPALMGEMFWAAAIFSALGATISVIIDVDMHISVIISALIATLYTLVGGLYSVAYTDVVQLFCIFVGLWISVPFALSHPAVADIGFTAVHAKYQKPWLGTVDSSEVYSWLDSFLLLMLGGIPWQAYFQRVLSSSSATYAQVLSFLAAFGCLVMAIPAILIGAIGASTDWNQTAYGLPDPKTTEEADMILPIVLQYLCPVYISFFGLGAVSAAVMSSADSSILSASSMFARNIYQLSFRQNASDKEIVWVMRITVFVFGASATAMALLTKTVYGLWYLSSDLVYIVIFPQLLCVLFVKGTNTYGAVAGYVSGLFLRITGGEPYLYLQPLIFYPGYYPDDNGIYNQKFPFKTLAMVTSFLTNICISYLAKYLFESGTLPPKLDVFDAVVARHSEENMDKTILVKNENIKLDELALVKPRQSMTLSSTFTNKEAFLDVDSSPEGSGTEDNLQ
CHT block: human CHT choline transport inhibition. Q9GZV3. CHT-expressing cells, membrane potential dye, choline response; stronger effect = lower value. B-score at 10 µM. actives 0.86% (n = 310,000). AID 488975;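 active = B-score over 3 SD under the library average, and starting fluorescence ratio not unusually high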;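 also: choline stimulus applied at its EC90 after an EC20 pre-addition; B-score computed on integrated fluorescence ratio after choline addition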
Calls only; i = inactive.

SMILES	CHT allo act	CHT block
Cc1nc2ccc(NC(=O)N(C)c3ccccc3)cc2s1	i	i
CCCCOC(=O)CSc1n[nH]c(=O)[nH]c1=O	i	i
C#CCOc1c(Cl)cc(C2C3=C(CCCC3=O)N(CC(=O)O)C3=C2C(=O)CCC3)cc1OC	i	i
COc1ccc(-c2nc(CN(C)C(C)c3ccon3)c(C)o2)c(C)c1C (stereo unspecified)	i	i
O=C(Nc1cc(C(F)(F)F)ccc1N1CCOCC1)c1ccccc1F	i	i
Cc1ccc(S(=O)(=O)NNC(=O)CC#N)cc1	i	i
CC(C)CC1Nc2ncnc(N3CCN(c4ccccc4)CC3)c2N(Cc2ccccc2)C1=O (stereo unspecified)	i	i
Cc1ccc(NC(=S)NCc2ccc3c(c2)OCO3)c(C)c1	i	i
O=C(CCC(NC(=O)OCc1ccccc1)C(=O)OCC(=O)N1CCCCC1)OCC(=O)N1CCCCC1 (stereo unspecified)	i	i
Cc1cccc(C)c1Nc1c(-c2ccccn2)nc2ccccn12	i	i
CCOC(=O)N1CCN(C(=O)c2cc(-c3ccc(OCC)cc3)nc3ccccc23)CC1	i	i
CCN(C(=O)CCS(=O)(=O)c1cccc2nonc12)c1ccc(C)c(C)c1	i	i
O=C(CCS(=O)(=O)c1ccccc1)Nc1ccc(-c2nc3ccccc3s2)c(O)c1	i	i
Cc1ccc(C(=O)N=c2sccn2C)cc1C	i	i
CC(=O)Nc1ccc(NC(=O)C2CCN(S(=O)(=O)c3cccc4nonc34)CC2)cc1	i	i

2 records drawn at random from the list so far:
SMILES	CHT allo act	CHT block
Cc1ccc(S(=O)(=O)NNC(=O)CC#N)cc1	i	i
CC(=O)Nc1ccc(NC(=O)C2CCN(S(=O)(=O)c3cccc4nonc34)CC2)cc1	i	i

The listing picks up with the 3 entries that preceded the break.
SMILES	CHT allo act	CHT block
O=C(CCS(=O)(=O)c1ccccc1)Nc1ccc(-c2nc3ccccc3s2)c(O)c1	i	i
Cc1ccc(C(=O)N=c2sccn2C)cc1C	i	i
CC(=O)Nc1ccc(NC(=O)C2CCN(S(=O)(=O)c3cccc4nonc34)CC2)cc1	i	i
NNC(=O)c1nc(-c2ccccc2)n2c1CCCCC2	i	i
O=C(COC(=O)c1ccc(O)cc1)Nc1ccc(Cl)cc1	i	i
N[C@@H](Cc1cc(I)c(O)c(I)c1)C(=O)O	i	i
CCOC(=O)c1c(C)c(C(=O)Nc2ccc3c(c2)OCCO3)c(C)n1CC	i	i
CC(C)CCNC(=O)C(Cc1ccccc1)NS(=O)(=O)c1ccc2c(c1)c(=O)n(C)c(=O)n2C (stereo unspecified)	i	i
COC(=O)COc1cccc2c(=O)n(CC(=O)N3CCCCC3)ccc12	i	i
CCS(=O)(=O)N1CCN(c2ccc([N+](=O)[O-])c(NC(C)c3ccccc3)c2)CC1 (stereo unspecified)	i	i
C=CC[N+]1(CC#CCOC(c2ccccc2)c2ccccc2)CCOCC1	i	i
NC(=O)c1ccccc1NC(=O)CN1CCOCC1	i	i
CC1CCN(S(=O)(=O)c2ccc(NC(=O)c3cccs3)cc2)CC1	i	i
CCOC(=O)NC1Cc2ccccc2C1Sc1ccccn1 (stereo unspecified)	i	i
CCCCc1nc(Cl)c(CO)n1Cc1ccc(-c2ccccc2-c2nnn[nH]2)cc1	i	i
COc1ccccc1CNC(=O)CN1C(=O)c2ccccc2S1(=O)=O	i	i
N#CC1(c2c(O)nc3n(c2=O)CCCS3)CCCCC1	i	i
C=CCNC(=O)CSc1nc2sc3c(c2c(=O)n1CCC)CCC3	i	i
COc1cc(/C=N/Nc2ccc(Cl)nn2)cc(OC)c1O	i	i
O=C(CN(C(=O)CNC(=O)c1ccco1)c1ccc2c(c1)OCCO2)NC1CCCC1	i	i
Cc1ccc(C)c(NS(=O)(=O)c2ccc(NC(=O)c3ccco3)cc2)c1	i	i
CCOc1ccc(OCC)c(S(=O)(=O)NCc2cccnc2)c1	i	i
O=C(NCCOc1nc(N2CCCCC2)nc(N2CCOCC2)n1)Nc1ccccc1	i	i
CCOCc1nnc(NC(=O)c2cccc(OC)c2)s1	i	i
CN(C)CC/C=C1/c2ccccc2COc2ccccc21	i	i
Cc1ccc(OC(=O)CCC(=O)NC(C)c2ccccc2)cc1 (stereo unspecified)	i	i
CCOc1ccc(C(=O)NC(=S)Nc2ccc(N3CCOCC3)c(Cl)c2)cc1[N+](=O)[O-]	i	i
Cc1ccc(-c2nnn(CC(=O)N(CC(=O)NC3CCCC3)c3cccc(F)c3)n2)o1	i	i
COc1ccc(NC(=O)CCN2CCN(S(=O)(=O)c3ccc(Cl)cc3)CC2)cc1	i	i
O=c1c(Cc2ccc(Cl)cc2)c(O)ccn1Cc1cccs1	i	i
O=C(c1cn2ccccc2n1)N1CCc2c([nH]c3ccccc23)C1c1ccccn1 (stereo unspecified)	i	i
CCc1nnc(NC(=O)CSc2nncc(=O)n2N)s1	i	i
COc1ccccc1N1CCN(S(=O)(=O)c2ccc3c(c2)NC(=O)CS3)CC1	i	i
CCn1c(/C=N/n2cnnc2)nc2ccccc21	i	i
CCN(C(=O)c1ccco1)c1nc(CC(=O)Nc2ccc(Cl)cc2)cs1	i	i
COc1ccc(CC(=O)NC2CC(C)(C)NC(C)(C)C2)cc1	i	i
Cn1c(N/N=C/c2cccs2)nc2c1c(=O)n(Cc1ccccc1)c(=O)n2C	i	i
CCCc1nnc(NC(=O)C2CCN(C(=O)c3ccco3)CC2)s1	i	i
COC(=O)c1ccccc1C(=O)N1CCCC(C(=O)c2ccc(OC)c(OC)c2)C1 (stereo unspecified)	i	i
O=C(Nc1ccc(N2CCOCC2)cc1)c1ccc2c(c1)OCO2	i	i
N=c1sccn1CC(=O)Nc1ccccc1Cc1ccccc1	i	i
CN(Cc1ccccc1F)C(=O)c1ccc(Oc2ccccc2)cc1	i	i
Cn1nc(C(F)(F)F)c(C(=O)Nc2cccc(Cl)c2)c1Cl	i	i
CN(Cc1cnn(C)c1)C(=O)c1ccc(OC2CCN(CCc3ccccc3)CC2)cc1	i	i
Cc1cc(-c2nn(-c3ccccc3F)cc2CN(C)CC(O)CO)c(C)s1 (stereo unspecified)	i	i
COc1cccc(CNC(=O)c2ccc(COc3ccccc3)cc2)c1	i	i
Cc1cc(NC(=O)c2cccnc2Cl)ccc1NC(=O)c1cc2ccccc2o1	i	i
O=C(CCCSc1nc2ccccc2[nH]1)NCc1ccccc1	i	i
Oc1ccccc1N1CCN(c2ncccn2)CC1	i	i
NC(=O)C1CCN(C(=O)c2ccc3c(=O)n(Cc4ccco4)c(SCc4ccc([N+](=O)[O-])cc4)nc3c2)CC1	i	i
CC(C)CCn1cnc2c(cnn2-c2ccc(F)cc2)c1=O	i	i
CC(C)=CCC/C(C)=C/C(=O)O	i	i
CCOC(=O)c1ccc(N2CN=C3SCC(=O)N3C2)cc1	i	i
O=C(NCc1ccccc1)C1=C[C@H](c2ccccc2)C[C@H](OCc2ccc(CO)cc2)O1	i	i
Cc1ccc(Oc2ccccc2/C=C/C(=O)O)cc1	i	i
Cc1cc(OCc2nc(-c3cccnc3)no2)c(C)cc1Br	i	i
N#CC(=C1Nc2ccccc2N1)S(=O)(=O)c1ccccc1	i	i
Cc1ccc(N=Cc2c(O)n(-c3cc(Cl)ccc3N3CCOCC3)c(=O)c3ccccc23)cc1C	i	i
Cc1nc(SCC(=O)N2CCOCC2)c2c(=O)n(C)c(=O)n(C)c2n1	i	i
CCOC(=O)c1nc(C)[nH]c1C(=O)OCC	i	i
CC1=C(C(=O)NC(C)c2ccc3c(c2)OCCO3)C2(CCC(C)CC2)OC1=O (stereo unspecified)	i	i
CCn1cc(S(=O)(=O)c2ccc(C)cc2)c(=O)c2cc(OC)ccc21	i	i
CCOC(=O)c1ccccc1NC(=O)COC(=O)CC1CCCCC1	i	i

The listing continues:
SMILES	CHT allo act	CHT block
CCCCNC(=O)CC1SC(=NCC)N(CC)C1=O (stereo unspecified)	i	i
COc1ccccc1NC(=O)CN(Cc1ccco1)C(=O)c1cccs1	i	i
CCC1(c2ccc(F)cc2)NC(=O)N(CC(=O)N(C)C2CCS(=O)(=O)C2)C1=O (stereo unspecified)	i	i
CCCNC(=O)c1ccc2c(=O)c(O)c(-c3ccc(Cl)c([N+](=O)[O-])c3)[nH]c2c1	i	i
O=C(Nc1ccc(O)cc1)N1CCOCC1	i	i
Nc1nnnn1/N=C/c1ccc(F)cc1	i	i
O=C(Cc1c(F)cccc1Cl)Nc1ccc(-n2cnnn2)cc1	i	i
CCOCc1nnc(NC(=O)C2CC(=O)N(CCc3ccc(F)cc3)C2)s1 (stereo unspecified)	i	i
Clc1cccc(C2Nc3cccc4cccc(c34)N2)c1	i	i
COCCN(C(=O)Cc1cccs1)C(C(=O)NC1CCCC1)c1cc(OC)c(OC)c(OC)c1 (stereo unspecified)	i	i
Cc1cccc(C)c1OCc1cc(C(=O)N(C)Cc2nc3ccccc3[nH]2)no1	i	i
Cc1cc(Br)ccc1OCCCCNC(C)(C)C	i	i
C/C(=N\NC(=O)CSc1nnc(C)s1)c1ccc(O)cc1	i	i
Cn1c(=O)c2c(-c3ccccc3)n(-c3ccccc3O)cc2n(C)c1=O	i	i
CCOc1ccccc1NC(=O)CC1Nc2ccccc2NC1=O (stereo unspecified)	i	i
Cn1ncc(C#N)c1NC(=O)C1CC(c2ccccc2Cl)=NO1 (stereo unspecified)	i	i
COc1ccc(CNC(=O)CN(C(=O)c2ccc(CN3CCOCC3)o2)C2CCCC2)cc1	i	i
O=C(NC1CCCCC1)c1ccc(S(=O)(=O)N2CCCC2)cc1	i	i
COc1ccc(CCNC(=O)C2CCCN(S(=O)(=O)c3cnc[nH]3)C2)cc1OC (stereo unspecified)	i	i
Cc1ccc(OCC(=O)Nc2ccc3c(c2)OCO3)cc1C	i	i
Cc1ccccc1-n1c(=O)cc(NCC2CCCO2)[nH]c1=O (stereo unspecified)	i	i
CCOC(=O)c1c(-c2ccc(C)cc2)csc1NC(=O)C1CC=CCC1C(=O)O (stereo unspecified)	i	i
O=C1CSC2(CCCCC2)N1CCO	i	i
Cc1ccc(/C=C2/Sc3ccc(C(=O)N4CCN(C)CC4)cc3NC2=O)cc1	i	i
O=C(NCCc1ccccc1)c1nc(-c2cccs2)no1	i	i
Cc1ccc(-n2cc(CNCCc3cscn3)c(-c3ccc(F)cc3)n2)cc1	i	i
Cc1ccc(-n2cc3ccc([N+](=O)[O-])cc3n2)cc1	i	i
CS(=O)(=O)N1CCSC1c1ccc(Br)cc1 (stereo unspecified)	i	i
COc1ccc(NC(=O)CN(C)Cc2c(F)cccc2Cl)cc1S(=O)(=O)N1CCCCC1	i	i
Cc1ccc(-c2csc(N(Cc3ccco3)C(=O)c3cccs3)n2)cc1	i	i

Among those listed so far, five have a COOH group.
SMILES	CHT allo act	CHT block
C#CCOc1c(Cl)cc(C2C3=C(CCCC3=O)N(CC(=O)O)C3=C2C(=O)CCC3)cc1OC	i	i
N[C@@H](Cc1cc(I)c(O)c(I)c1)C(=O)O	i	i
CC(C)=CCC/C(C)=C/C(=O)O	i	i
Cc1ccc(Oc2ccccc2/C=C/C(=O)O)cc1	i	i
CCOC(=O)c1c(-c2ccc(C)cc2)csc1NC(=O)C1CC=CCC1C(=O)O (stereo unspecified)	i	i

One compound at a time, as listed above. Order of values: CHT allo act	CHT block
COc1ccc(CC(=O)NC2CC(C)(C)NC(C)(C)C2)cc1 is entered as i	i
O=c1c(Cc2ccc(Cl)cc2)c(O)ccn1Cc1cccs1 is entered as i	i

(continued)
SMILES	CHT allo act	CHT block
COc1ccc(C(OCC(O)CN2CCC(O)CC2)c2ccc(OC)cc2)cc1 (stereo unspecified)	i	i
CC(=O)c1ccc(NC(=O)c2sc3nc(C)c(C)c(C)c3c2N)cc1	i	i
[N-]=[N+]=CC(=O)CNC(=O)[C@@H](Cc1ccccc1)N1C(=O)c2ccccc2C1=O	i	i
CCC(=O)N1CCc2cc(S(=O)(=O)NCCC(=O)NC3CCCCCC3)ccc21	i	i
COCc1cc(=O)oc2cc(NC(=O)c3ccc(C(C)(C)C)cc3)ccc12	i	i
CCCCCCN1N=C(C)C(C(=O)c2ccc(Cl)cc2)C1=O (stereo unspecified)	i	i
CCCCN(C(=O)CSc1nnc2ccccn12)c1c(N)n(Cc2ccccc2)c(=O)[nH]c1=O	i	i
CCCCOC(=O)Cn1c(=O)c2c(nc(Br)n2Cc2ccccc2)n(C)c1=O	i	i
Cc1cc(NC(=O)c2ccc(NC(=O)C3CCCO3)cc2)ccc1Br (stereo unspecified)	i	i
CC(C)CCn1c(=O)c2ccccc2n2c(CN3CCOCC3)nnc12	i	i
O=C(c1cc(Cl)ccc1Cl)N1CCN(c2ccccn2)CC1	i	i
COCCN(C(=O)CSc1n[nH]c(-c2ccccc2)n1)c1c(N)n(Cc2ccccc2)c(=O)[nH]c1=O	i	i
COc1ccccc1N(CC(=O)NC(C)C)S(=O)(=O)c1cccs1	i	i
Cc1ccc(C(C)(C)NC(=O)C2CCC(=O)N(CCCN3CCOCC3)C2)cc1 (stereo unspecified)	i	i
Cc1noc(N)c1C1(O)C(=O)N(C(C)C)c2ccccc21 (stereo unspecified)	i	i
CCN(C(=O)COC(=O)c1cc(=O)[nH]c2ccccc12)C1CCS(=O)(=O)C1 (stereo unspecified)	i	i
O=C(O)c1ccc2c(c1)C(=O)N(c1cccc(-c3nc4ccccc4s3)c1)C2=O	i	i
CC(=O)[C@@]1(O)CC[C@H]2[C@@H]3C[C@H](C)C4=CC(=O)CC[C@]4(C)[C@H]3CC[C@@]21C	i	i
Oc1ccc(-c2csc(Nc3ncccn3)n2)c(O)c1	i	i
CCCC(=O)C1=C(O)C(C(=O)OC)C(C)(C)CC1=NC (stereo unspecified)	i	i
CCN(CC)C(=O)CSc1nc(-c2ccccc2)ccc1C#N	i	i
CCC(=O)c1cc2c(C)cc(=O)oc2c(C)c1OC	i	i
